eIF2B yeast act – modulators of yeast eIF2B activity. S. cerevisiae eIF2B-epsilon R284H, GCN4-lacZ luminescence. inhibition, % at 25 µM (by protocol). 27,000 tested, 0.91% active. AID 688;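 active means mutant luminescence inhibited past about 50% while wild type luminescence and mutant growth stay under set limits, limit read from the data; inconclusive means mutant versus wild type luminescence inhibition gap past a set limit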; further: some compounds called inactive have numbers as strong as hits
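Material – yeast eIF2B-epsilon R284H mutant carrying GCN4–beta-galactosidase fusion · Medium – YPD yeast growth medium · Compound – one concentration, 25 µM, 0.25% DMSO · Times – 16 h at 30 °C exposure · Signal – Beta-Glo luminescence plus absorbance at 595 nm · Read-out – % inhibition of reporter signal and growth versus controls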
Yeast tox – Inhibits yeast growth, turbidity readout. growth inhibition, % at 25 µM (by protocol). 30,000 tested, 0.3% active. S. cerevisiae wild-type growth, A595 turbidity, 16 h;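 active means mutant and wild-type yeast strains alike exhibit over 30% growth inhibition; inconclusive means a strain exceeds 50% while the second remains under 30%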;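 further: 0% = untreated cell controls and 100% = YPD media blanks without cells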
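system = S. cerevisiae wild-type or eIF2Bepsilon-R284H mutant strain | buffer or medium = YPD medium | dosing = one dose, 25 µM compound, 0.2% DMSO | schedule = 16 h at 30 °C | measured by = A595 turbidity | evaluation = growth inhibition (%) versus cell controls and blanks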
Yeast tox inhibition % – also measured in Yeast tox; calls as there; growth inhibition, %; S. cerevisiae eIF2Bepsilon-R284H mutant growth, A595 turbidity, 16 h;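 each compound tested once at 25 µM; 0% equals untreated cells and 100% equals cell-free medium blanks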
eIF2B yeast act mutant toxicity – recorded beside eIF2B yeast act, whose call it bears; growth inhibition, %; measured here: mutant yeast growth, toxicity;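 each compound tested once at 25 µM; zero equals untreated control growth and 100 equals blank medium absorbance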
An asterisk follows results filed as active; ? = inconclusive; · = not tested or not shown. This is a subset; the hit share may differ from the screen's.

SMILES	eIF2B yeast act	eIF2B yeast act mutant toxicity	Yeast tox	Yeast tox inhibition %
CCOC(=O)CCc1c(C)c2ccc(OCC)c(C)c2oc1=O	15	12	6	12
CC(C)N(Cc1nc(-c2ccccc2)no1)C(=O)c1ccc(Br)o1	21	·	·	·
CCn1c(COc2ccc(Cl)c(C)c2)nnc1SCC(=O)N1CCCC1	17	·	9	0
OC1(c2cccc(C(F)(F)F)c2)CCN(Cc2nnnn2CCc2ccccc2)CC1	·	·	-2	-17
O=C(NCc1cccs1)c1cnn2cccnc12	·	·	14	-20
CCC(=O)Nc1ccc2c(c1)ncn2-c1ccc(OC)cc1	-17	26	?	·
O=C(NCCc1cccc(F)c1)[C@@H]1CSC2c3ccccc3C(=O)N21 (stereo partly specified)	·	·	-20	4
CCOC(=O)C(CCOc1cccc(CC)c1)C(=O)OCC	19	12	14	12
Cc1ccc2cc3cc(C(=O)N4CCN(Cc5ccccc5)CC4)sc3nc2c1	·	·	-17	-14
CCc1nc(N)nc2c1C(=O)CC(C)(C)C2	-5	-14	2	-14
Cc1ccc(NC(=O)CSc2nnc(-c3ccncc3)n2N)cc1C	8	-9	-8	-9
Cc1cc(=O)n(C(NC(=O)c2ccccc2)C(=O)c2ccccc2)cn1 (stereo unspecified)	19	4	7	4

Overlap with the part before: five compounds, followed by the next part.
SMILES	eIF2B yeast act	eIF2B yeast act mutant toxicity	Yeast tox	Yeast tox inhibition %
CCOC(=O)C(CCOc1cccc(CC)c1)C(=O)OCC	19	12	14	12
Cc1ccc2cc3cc(C(=O)N4CCN(Cc5ccccc5)CC4)sc3nc2c1	·	·	-17	-14
CCc1nc(N)nc2c1C(=O)CC(C)(C)C2	-5	-14	2	-14
Cc1ccc(NC(=O)CSc2nnc(-c3ccncc3)n2N)cc1C	8	-9	-8	-9
Cc1cc(=O)n(C(NC(=O)c2ccccc2)C(=O)c2ccccc2)cn1 (stereo unspecified)	19	4	7	4
CCn1c(COc2ccc(C)cc2)nnc1SCc1nc2ccccc2[nH]1	12	-23	4	-23
COc1ccc(C(=O)Nc2nc(C)c(C)s2)cc1OC	-7	10	-1	10
Cc1ccc(CNc2ccc3c(c2)ncn3C)cc1	1	-3	?	·
COc1ccc(C2NC(=O)C(C)S2)cc1 (stereo unspecified)	14	22	31	22
Cc1cc(-n2c(C)cc(C(=O)CSc3nc4ccccc4c(=O)n3Cc3ccco3)c2C)no1	22	-36	-9	-36
CCCc1nnc(SCC(=O)N2CCCCC2)n1CCCOC	6	-5	30	-5
CCOC(=O)C1CCCN(C(=O)c2ccccc2SCCOC)C1 (stereo unspecified)	0	7	9	7
CCOC(=O)c1[nH]cc(-c2ccccc2)c1N1CCOCC1	19	3	18	3
Cc1nc(NC(=O)CSc2nnc(C)n2CC2CCCO2)sc1C (stereo unspecified)	18	22	6	22
O=C(c1cc(-c2cccs2)on1)N1CCCCC1	-4	7	4	7
CCNC(=O)c1sc(=S)n(-c2ccc(C)cc2)c1N	·	·	11	7
CCOc1cc(C#N)c(NC(=O)c2ccco2)cc1OCC	16	5	-12	5
Cc1cccc(NC(=O)c2c(F)c(F)c(F)c(F)c2F)c1	19	8	8	8
Oc1oc(-c2ccccc2)nc1C=Nc1cccc2ccccc12	19	5	15	5
N#Cc1c(NC(=O)CSc2nc(N)cc(=O)[nH]2)sc2c1CCCCCC2	-11	32	-8	32
O=C(c1ccc(Cl)cc1)N1CCN(c2ccc(F)cc2)CC1	42	54	59*	54*
CCNc1nc(OC)nc(SCC(N)=O)n1	30	-8	-1	-8
Cn1c(=O)c2nc(-c3ccccc3)oc2c2ccccc21	-2	34	22	34
COC(=O)c1cc(Br)c(=O)n(CCc2ccc(O)cc2)c1	21	14	22	14
CCCOc1nc2c(c(=O)n(C)c(=O)n2C)n1CCC	-3	14	6	14
CC(C)CNS(=O)(=O)c1ccc2c(c1)OCCO2	20	19	10	19
COc1ccc(-c2cc(C(F)(F)F)n3nc(C(=O)N4CCOCC4)c(Cl)c3n2)cc1	29	12	30	12
O=C(Cn1cnc2c(nnn2Cc2ccccc2F)c1=O)OCc1ccccc1	8	10	-9	10
Cc1nn2c3c(cnc2c1-c1ccccc1)C(=O)CC(C)C3 (stereo unspecified)	1	42	-9	42
CCCCCn1c(=O)[nH]c2cc(C(=O)NCCCN3CCC(C)CC3)ccc2c1=O	18	8	9	8
O=C(Nc1ccc(CN2CCOCC2)cc1)c1cccs1	16	-2	0	-2
Cc1ccc(OCC(=O)c2cc(C)c(C)cc2C)c([N+](=O)[O-])n1	·	·	1	7
N#CCC(=O)Nc1ccccc1C(=O)O	18	3	5	3
Cc1ccc(C(=O)CCC(=O)Nc2cccnc2)cc1C	7	-5	3	-5
Cc1ccc(N2CC(C(=O)Nc3cccnc3)CC2=O)cc1 (stereo unspecified)	21	-31	3	-31
CCOc1ccc(N(C(=O)Nc2ccccc2)C2=NCCC2)cc1	21	16	1	16
c1ccc(-c2nc3ccccc3nc2N2CCOCC2)cc1	18	-4	13	-4
CN1C(=O)CC(C(=O)O)SC1=Nc1cccc(C(F)(F)F)c1 (stereo unspecified)	21	22	-1	22
CCn1c(SCC(=O)N2CCCc3ccccc32)nnc1-c1cccs1	-6	·	·	·
CCC1(CC)C(=O)C(C)(C)C(=O)OC1c1ccccn1 (stereo unspecified)	0	·	·	·
CCOc1cc2c(cc1OCC)C(C(=O)O)C(c1ccc(OC)c(O)c1)N(C)C2=O (stereo unspecified)	24	-36	8	-36

Retrieved by compound from the list above:
SMILES	eIF2B yeast act	eIF2B yeast act mutant toxicity	Yeast tox	Yeast tox inhibition %
CCCc1nnc(SCC(=O)N2CCCCC2)n1CCCOC	6	-5	30	-5
CCc1nc(N)nc2c1C(=O)CC(C)(C)C2	-5	-14	2	-14
Cc1ccc(OCC(=O)c2cc(C)c(C)cc2C)c([N+](=O)[O-])n1	·	·	1	7

Next structures.
SMILES	eIF2B yeast act	eIF2B yeast act mutant toxicity	Yeast tox	Yeast tox inhibition %
CCN(CC)C(=O)C(=O)Nc1cc(C(F)(F)F)ccc1Cl	10	10	6	10
CCN1CCN(C(=O)c2cc3cc4ccc(OC)cc4nc3s2)CC1	·	·	11	15
CCOc1ccccc1CN1C(=O)NC(C)(c2ccccc2)C1=O (stereo unspecified)	40	18	-7	18
CCOc1ccc(S(=O)(=O)N2CCCCCC2)cc1	·	·	-4	17
N/C(=N\OC(=O)Cc1ccc(Cl)cc1)c1ccccn1	18	19	11	19
Cc1ccc(Cn2nnc3c(=O)n(CC(=O)NCc4ccco4)cnc32)cc1	-3	12	-13	12
CC1=NN(/C(=N\c2nnc(C)s2)Nc2ccc(C(C)(C)C)cc2)[C@H](c2ccc(C)cc2)S1	·	·	11	-26
OC(COC(c1ccc(Cl)cc1)c1ccc(Cl)cc1)CN1CCCC1 (stereo unspecified)	4	-24	21	-24
CN(C)c1nc(OCCNC(=O)Nc2ccccc2)nc(N(C)C)n1	12	-12	-7	-12
Cc1ccc(/C=C/C2=Cc3c(sc(NC(=O)CSc4n[nH]c(N)n4)c3C#N)C(C)(C)C2)o1	17	-16	-31	-16
O=C(CN1C(=O)c2ccccc2S1(=O)=O)NCc1ccc2c(c1)OCO2	-4	7	-5	7
Cc1cccc(Nc2nc(N)nc(CSc3nccc(C)n3)n2)c1	-23	17	18	17
COc1ccccc1-c1cc(C(F)(F)F)nc(S(=O)(=O)CCCC(=O)O)n1	·	·	-3	5
Fc1cccc(Cl)c1Cn1nnc2c(-n3ccnc3)ncnc21	7	-19	-25	-19
COc1ccc(OC)c(S(=O)(=O)NCCO)c1	36	14	13	14
O=C(Nc1cccc2cccnc12)c1cccnc1	-17	18	17	18
CC[N+](CC)(CC)C/C(N)=N/O	-13	9	-2	9
COc1ccc(NC(=O)c2ocnc2C)cc1OC	-10	7	36	7
Cc1oc(-c2ccccc2F)nc1CSCC(=O)NCc1ccc2c(c1)OCO2	22	-14	22	-14
O=C(N1CCOCC1)N1CCN(S(=O)(=O)N2CCCCC2)CC1	-1	14	-7	14
CN(C)c1nc(SCC#N)nc(N2CCOCC2)n1	·	·	28	23
CCS(=O)(=O)Nc1ccc(Cc2ccc(NS(=O)(=O)CC)cc2)cc1	17	6	7	6
CC(=O)Nc1ccc(NC(=O)CSCc2cnn(-c3ccccc3)c2-n2cccc2)cc1	13	-17	12	-17
Cn1nnc(C(O)CN2CCOCC2)n1 (stereo unspecified)	12	·	0	0

Single values from the list:
In eIF2B yeast act mutant toxicity, CCS(=O)(=O)Nc1ccc(Cc2ccc(NS(=O)(=O)CC)cc2)cc1 reads 6
In eIF2B yeast act mutant toxicity, O=C(Nc1cccc2cccnc12)c1cccnc1 reads 18
In Yeast tox inhibition %, CN(C)c1nc(SCC#N)nc(N2CCOCC2)n1 reads 23

Later entries
SMILES	eIF2B yeast act	eIF2B yeast act mutant toxicity	Yeast tox	Yeast tox inhibition %
CC(C)Nc1ncnc2c1nnn2Cc1ccccc1	-17	5	20	5
NC(=O)C1(N2CCCCC2)CCN(Cc2ccccc2Cl)CC1	28	3	-10	3
O=C1C=C(NCc2ccc(Cl)cc2Cl)C2(CCCCC2)O1	·	·	6	20
COc1cc2c(cc1OC)C(=S)NC(C)(C)C2	5	22	-4	22
CCCOc1ccc(-c2nc(OC)c3ccccc3n2)cc1	0	-10	-10	-10
Cc1nc(CC(=O)N2CCN(c3cccc(C)c3C)CC2)cs1	15	·	3	0
CC1CCCCC1NC(=O)C1CCN(S(=O)(=O)N2CCOCC2)CC1 (stereo unspecified)	-20	8	-23	8
C/C(=N\NC(=O)c1c[nH]c2ccccc12)c1ccco1	15	·	-6	0
Cc1ccnc(NS(=O)(=O)c2ccc(NS(=O)(=O)c3ccccc3)cc2)n1	-2	-8	9	-8
COc1ccc(C(=O)COC(=O)c2ccc(OC)c(OC)c2)cc1OC	30	-41	-17	-41
Cc1ccc2c(c1C)NC(=O)C2(O)CC(=O)c1ccc2c(c1)OCO2 (stereo unspecified)	·	·	5	0
Cc1ccccc1OCC(=O)Nc1cccc2nsnc12	27	23	-13	23
O=C(C1CCN(S(=O)(=O)N2CCC3(CC2)OCCO3)CC1)N1CCN(Cc2ccccc2)CC1	-4	·	·	·
CCCCOC(=O)c1cc(C)nc2ccc(Br)cc12	25	16	-3	16
CCCCNC(=O)C1CCCN(S(=O)(=O)c2ccc(S(=O)(=O)NCC(C)C)cc2)C1 (stereo unspecified)	·	·	1	28
CC1=C(C(=O)c2ccccc2)C(c2cn(-c3ccccc3)nc2-c2ccc(Cl)cc2)NC(=S)N1 (stereo unspecified)	6	-11	-14	-11
CCCn1c(CCc2ccccc2)nnc1SCC(=O)N1CCCC1	-20	6	-10	6
O=C(NCCN1CCCCC1)Nc1ccccc1	24	5	-28	5
Cc1cc(N2CCN(C(=O)c3ccco3)CC2)n2nc(-c3cccc(Cl)c3)cc2n1	9	46	22	46
CC(C)NC(=O)CC(c1ccccc1)c1cc(Br)ccc1O (stereo unspecified)	25	2	4	2
S=C(Nc1ccc2c(c1)OCO2)NC1CCN(Cc2ccccc2)CC1	·	·	5	15
CSCC[C@H](NC(=O)C1CCN(S(=O)(=O)c2ccc(C)cc2)CC1)C(=O)NCc1ccco1	26	8	8	8
N=c1sccn1CC(=O)Nc1ccccc1Oc1ccccc1	·	·	14	13
Fc1ccc2nc(-c3ccccc3)nc(SCc3nnc(-c4ccccc4)o3)c2c1	41	-5	-13	-5
Cc1nc(-c2ccc(C(=O)N3CCOCC3)cc2)cs1	·	·	1	11
c1ccc2oc(NC3=NCN(CC4CCCO4)CN3)nc2c1 (stereo unspecified)	24	-11	17	-11
CCOC(=O)c1cc(-c2ccc(F)cc2)n(CC(=O)N2CCCC2)c1C	-28	6	-8	6
C=CCc1cccc(/C=N/c2ncccc2O)c1O	14	14	11	14
c1ccc(CNCc2ccc3c(c2)OCO3)nc1	-14	-16	1	-16
CC(O)Cn1ccccc1=N (stereo unspecified)	-2	14	-1	14
O=C(OCc1ccc(F)cc1Cl)c1ccccn1	32	-13	-13	-13
COc1ccc(N2CCN(C(=O)CN(C)S(=O)(=O)c3cnc[nH]3)CC2)cc1	13	15	18	15
CNc1oc(Cc2ccccc2)nc1S(=O)(=O)c1ccccc1	11	·	·	·
CCCCCCn1c(=O)c(-c2ccccc2)c(O)c2ccccc21	29	3	21	3
COc1ccc(N2CCC(CNS(=O)(=O)c3cccc(C(F)(F)F)c3)C2)cc1 (stereo unspecified)	15	-5	-6	-5
C=CCN1C(=O)CN=C1Nc1cccc(C)c1	-7	5	5	5
CC1=C2C(CCS2(=O)=O)CC2(C1)C(=O)OC(C)(C)OC2=O (stereo unspecified)	·	·	15	4

Some of the entries so far, with two lines to a compound.
Order of results – eIF2B yeast act | eIF2B yeast act mutant toxicity | Yeast tox | Yeast tox inhibition %
CC1=C2C(CCS2(=O)=O)CC2(C1)C(=O)OC(C)(C)OC2=O (stereo unspecified)
    · | · | 15 | 4
C=CCc1cccc(/C=N/c2ncccc2O)c1O
    14 | 14 | 11 | 14
